Bioassay records (PubChem BioAssay)
Tn6 DDE FP = inhibitors of Tn6 peptide binding to fibrin DD(E), primary screen, biochemical, fluorescence polarization, human fibrin, Tn6 probe | 0.21% of 370,000 active | Fibrinogen beta chain (Homo sapiens), P02675 | AID 720509, 2013 | Fibrin DD(E) TRITC-Tn6 fluorescence polarization displacement | inhibition, % at 8.3 µM;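 active = inhibition above a per-campaign cutoff: mean of compounds within control limits plus 3 SD, cut at about 15% in these data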;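 also: 0% = median of all compound wells on the plate and 100% = blocking peptide control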
DDE Tn7 FP inh = inhibitors of Tn7 peptide binding to fibrin DD(E), primary screen, biochemical, fluorescence polarization, human fibrin, Tn7 probe | 0.13% of 370,000 active | inhibition, % at 8.3 µM | FP displacement of FITC-Tn7 peptide from fibrin DD(E); 0% = median of compound wells per plate | Fibrinogen beta chain (Homo sapiens), P02675 | AID 720508, 2013;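 active = inhibition above the mean of compounds falling within the control limits plus 3 SD of them, cut at about 14% in these data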;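 also: 0% = plate median of compound wells and 100% = 10 µM Aha-Tn7 peptide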
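Assay system: Fibrin-DD(E) protein isolated from polymerized human fibrin clots; read-out basis: percent inhibition; medium: Tris/NaCl/CaCl2 buffer, pH 7.8; signal: FP measurement; incubation: 10 min plus 3 h, room temperature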
ASAP1 GAP inh = inhibitors of human ASAP1 ArfGAP activity, primary screen, biochemical, fluorescence polarization; ASAP1-stimulated ARF1 GTP hydrolysis, GDP FP detection; inhibition, % at 16.5 µM; 0.19% of 360,000 active; AID 624377, 2012; in the data active = inhibition above about 25%;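 also: 0% = vehicle with enzyme and substrate and 100% = no enzyme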
ADAM17 inh = ADAM17 inhibitors, primary screen, biochemical, QFRET | inhibition, % at 6.95 µM | 0.83% of 370,000 active | recombinant ADAM17, EDANS/DABCYL FRET peptide cleavage | AID 720648, 2013;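 active = inhibition above the mean of compounds lying between control limits plus 3 SD, set per campaign, cut at about 8.5% in these data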;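 also: 0% = DMSO-only wells as the low control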
Target sequence (P78536 215-824 limits assumed): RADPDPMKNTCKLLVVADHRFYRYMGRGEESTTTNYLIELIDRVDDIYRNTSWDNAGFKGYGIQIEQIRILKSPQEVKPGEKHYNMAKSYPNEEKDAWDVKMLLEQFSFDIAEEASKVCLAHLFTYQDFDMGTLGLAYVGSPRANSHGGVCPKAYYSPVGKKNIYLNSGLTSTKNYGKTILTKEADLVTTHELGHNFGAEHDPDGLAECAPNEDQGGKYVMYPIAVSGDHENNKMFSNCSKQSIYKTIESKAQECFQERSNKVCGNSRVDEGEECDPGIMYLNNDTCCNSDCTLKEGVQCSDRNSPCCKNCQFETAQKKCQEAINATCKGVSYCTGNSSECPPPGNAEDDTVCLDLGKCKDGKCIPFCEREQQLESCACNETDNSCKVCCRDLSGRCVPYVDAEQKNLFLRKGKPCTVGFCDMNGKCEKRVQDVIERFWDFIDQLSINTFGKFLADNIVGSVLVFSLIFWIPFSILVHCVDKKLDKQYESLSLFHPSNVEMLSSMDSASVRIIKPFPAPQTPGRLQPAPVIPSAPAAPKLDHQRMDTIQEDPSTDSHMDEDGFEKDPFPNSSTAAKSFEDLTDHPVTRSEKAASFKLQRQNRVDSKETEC
PLCg1 inh = PLC-gamma1 enzyme inhibitors, primary screen, biochemical, fluorescence, purified enzyme; fluorogenic substrate; inhibition, % at 12.2 µM; 0.84% of 370,000 active; AID 720700, 2013; in the data active = inhibition above about 9.5%
ADAM10 inh = human ADAM10 inhibitors, primary screen, biochemical, QFRET, HTS | 0.62% of 370,000 active | Disintegrin and metalloproteinase domain-containing protein 10 (Homo sapiens), O14672 | inhibition, % at 7 µM | recombinant ADAM10, EDANS/DABCYL FRET peptide cleavage, 3 h | AID 720582, 2013;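 active = inhibition above a per-campaign cutoff equal to the mean of compounds falling between control-based bounds plus 3 SD, cut at about 20% in these data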;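 also: 0% = DMSO wells while the 100% control is not disclosed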
TDP2 absorb = human TDP2 enzyme inhibitors, primary screen, biochemical, epi absorbance, recombinant enzyme; 0.34% of 370,000 active; inhibition, % at 12.8 µM; T5PNP hydrolysis, p-nitrophenol absorbance 415 nm; Tyrosyl-DNA phosphodiesterase 2 (Homo sapiens), O95551;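 active = inhibition above the mean of all tested compounds plus 3 SD, set per campaign, cut at about 25% in these data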;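 also: 0% = DMSO with enzyme and 100% = buffer with substrate but no TDP2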
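Material: recombinant human TDP2; quantity: TDP2 enzyme at 120 nM final; medium: Tris-HCl pH 7.5 with MgCl2; compound: single concentration, 12.8 µM nominal, with 1% DMSO; incubation: 2 h enzyme incubation at 37 °C; signal: epi absorbance; measure: percent inhibition; benchmarks: high control without enzyme, low control DMSO plus TDP2; repeats: singlicate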
SIAE inh = human SIAE inhibitors, primary screen, biochemical, fluorescence polarization, FP-Rh probe, 1536-well HTS; Sialate O-acetylesterase (Homo sapiens), Q9HAT2; SIAE FP-Rh probe binding; inhibition, % at 9.66 µM; 0.69% of 370,000 active; AID 1053197, 2014;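 active = inhibition above a cutoff: mean of compounds within the control limits plus 3 SD of those, cut at about 17% in these data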;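 also: 0% = plate median of compound wells and 100% = probe without SIAE protein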
PLCb3 inh = human PLC-beta3 inhibitors, primary screen, biochemical, fluorescence | Purified PLC-beta3, fluorogenic substrate | inhibition, % at 12.2 µM | 0.18% of 370,000 active | 1-phosphatidylinositol 4,5-bisphosphate phosphodiesterase beta-3 (Homo sapiens), Q01970 | AID 720704, 2013; in the data active = inhibition above about 11%;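 also: 0% = median of compound wells on plate and 100% = full blocker control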
ARFGAP1 inh = inhibitors of rat ARFGAP1 GAP activity, primary screen, biochemical, fluorescence polarization, GDP tracer. Arfgap1-stimulated ARF1 GTP hydrolysis, GDP FP detection. 0.26% of 360,000 active. ADP-ribosylation factor GTPase-activating protein 1 (Rattus norvegicus), Q62848. inhibition, % at 16.5 µM;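 active = inhibition above a per-plate limit, mean inhibition of low control wells plus 3 SD, cut at about 25% in these data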;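 also: 0% = DMSO wells with enzyme and 100% = wells lacking Arfgap1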
Target sequence (Q62848 1-136 limits assumed): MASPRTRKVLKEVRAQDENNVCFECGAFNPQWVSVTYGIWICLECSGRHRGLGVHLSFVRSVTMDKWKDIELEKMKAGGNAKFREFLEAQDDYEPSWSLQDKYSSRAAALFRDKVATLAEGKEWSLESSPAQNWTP
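Assay system: purified rat His6-Arfgap1 residues 1-136 (GAP domain); Reagent: human Δ17 ARF1 bound to GTP; Dosing: 16.5 µM single point, 1.26% DMSO; Times: GTP hydrolysis reaction 2 h at 25 °C; Signal: FP, GDP Alexa 633 tracer displaced from anti-GDP antibody, 620/688 nm; Measure: % inhibition from polarization.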
Active calls of the source: *; nt = not tested or not shown.

SMILES	Tn6 DDE FP	DDE Tn7 FP inh	ASAP1 GAP inh	ADAM17 inh	PLCg1 inh	ADAM10 inh	TDP2 absorb	SIAE inh	PLCb3 inh	ARFGAP1 inh
CCCOP(=O)(OCCC)C(NC(=O)C(C)(C)C)c1ccccc1 (stereo not drawn)	-6.8	4.0	9.7	-7.8	0.5	2.2	-4.9	-6.8	-4.3	13.0
Cn1ncc([N+](=O)[O-])c1C(=O)NC1CCCCCC1	5.8	4.0	0.6	-5.8	1.4	-11.3	-1.6	-1.2	-9.3	1.9
CCCC(=O)Nc1cc(OCC)c(NC(=O)NC2CCCCC2)cc1OCC	-0.3	-2.2	0.1	3.5	8.4	8.2	2.4	-1.4	3.8	9.2
Brc1ccccc1CN1CCN(Cc2c[nH]c3ccccc23)CC1	-1.9	7.0	6.7	-4.7	1.0	-6.1	4.3	-1.2	-5.5	7.1
O=C(NCCc1ccccc1)c1ccc(-n2cnnn2)cc1	9.0	-4.1	-8.3	-3.6	-3.5	-4.4	1.5	-1.2	2.5	3.0
COc1ccc(NC(=O)CN2CCN(CC(=O)Nc3ccc(F)cc3)CC2)c(OC)c1	0.5	-14.2	2.3	-3.1	2.7	-8.9	0.3	-1.6	-6.6	-13.1
Cc1ccc2[nH]cc(CCNC(=O)Nc3ccccc3)c2c1	-5.1	3.6	-1.0	1.4	3.7	2.1	-3.3	1.8	2.5	-8.7
CCCCOC(=O)Nc1cc(C)c(Cl)cc1OC	-2.9	5.7	2.5	0.9	-2.7	-4.9	-1.4	0.2	-4.1	10.3
CC1(C)Cc2c(sc(NC(=O)C(=O)NCCCN3CCOCC3)c2C#N)CO1	-0.4	5.2	1.1	0.7	1.9	-3.9	13.8	-1.4	-2.2	2.8
COc1ccccc1NC(=O)C(=O)NCc1ccccc1Cl	4.5	-1.4	0.7	-1.8	0.6	0.9	6.6	-13.2	0.1	2.3
CCOC(=O)c1c(C)[nH]c(C)c1S(=O)(=O)N(C)CC(=O)Nc1ccccc1	-1.4	-2.4	3.1	-3.0	0.2	2.1	21.1	1.2	-6.4	12.4
CCn1ccc(-c2ccccc2)c(C#N)c1=O	0.9	0.9	5.9	-29.3	-31.6	-88.0	0.6	-6.0	-47.6	1.3
COc1cc(C2NC(=S)NC(C)=C2C(=O)OC(C)C)ccc1OC(C)C (stereo not drawn)	-0.3	-6.2	-11.4	-1.0	3.4	-2.1	3.0	2.3	2.0	7.8
CC(COc1cccc([N+](=O)[O-])c1)CN1CCC(C(O)(c2ccccc2)c2ccccc2)CC1 (stereo not drawn)	4.7	-5.7	nt	1.8	3.7	5.4	-6.6	-1.2	0.7	nt
CCNc1nc(Oc2ccccc2)nc(OC(C)C(=O)OCC)n1 (stereo not drawn)	-4.6	4.1	-3.6	-5.4	0.3	-2.4	11.7	4.1	-0.7	-4.8
COCCNC(=O)c1cc2c(c(-c3cccc(C#Cc4ccc(OC)c(OC)c4)c3)n1)[C@@H](CCO)N(S(=O)C(C)(C)C)C2 (stereo partly drawn)	-6.8	0.5	7.0	-0.2	-16.4	-1.5	-6.2	-6.7	-24.9	-2.9
Cc1[nH]nc2c1C(c1ccc(Br)cc1)N(Cc1ccccc1)C2=O (stereo not drawn)	11.2	-4.0	1.4	1.7	5.0	7.3	-3.9	-6.0	-0.8	-3.3
CCCCNC(=O)CC1N=C2c3ccccc3N=C(SCC(=O)Nc3ccccc3OC)N2C1=O (stereo not drawn)	-5.5	-1.1	-4.8	-3.6	2.6	-15.5	2.8	1.2	-2.2	11.2
Cc1noc(C)c1C(=O)NC(C)C12CC3CC(CC(C3)C1)C2 (stereo not drawn)	-1.0	0.8	-0.5	-3.2	-3.0	-1.8	7.0	-2.3	-2.7	2.4
O=C(CCC(=O)OCCCC(F)(F)C(F)(F)F)Nc1ccccc1	-0.3	1.4	-6.5	-1.3	-2.1	-4.6	8.2	5.8	2.0	-5.1
COc1ccc(C2(c3ccc(OC)cc3)NC(=O)N(CC(=O)NCC(C)c3ccccc3)C2=O)cc1 (stereo not drawn)	-3.0	3.1	21.4	5.6	1.2	5.0	3.4	-11.7	-3.2	0.6
COc1ccc(-c2nnc(SCC(=O)Nc3nncs3)o2)cc1	-0.1	3.1	7.3	0.0	0.0	-0.2	-16.4	-3.4	-7.7	14.3
Cc1cc(N(C)/N=C/c2ccccc2O)nc(-c2ccccc2O)n1	2.4	-1.6	0.8	-3.1	-1.9	-4.8	5.9	3.2	1.8	-5.4
O=C(O)c1ccc2c(=O)n(-c3ccc(F)cc3)c(=S)[nH]c2c1	-8.4	-0.6	-11.6	-444.1	2.6	-10.2	7.6	-1.5	-4.6	-2.3
CN(C)c1nc(N)nc(/C(C#N)=C/C2CC3C=CC2C3)n1 (stereo not drawn)	0.9	6.9	2.3	-9.9	-44.5	-23.8	14.1	9.5	-60.0	2.4
C=CCN1C(=O)c2ccc(C(=O)N3CCN(S(=O)(=O)c4ccccc4Br)CC3)cc2C1=O	-1.4	-0.8	-4.2	-1.2	-0.4	-2.4	13.6	-5.3	-6.2	10.1
Cc1ccc(C)c(OCC(=O)Nc2ccccc2N2CCCC2)c1	-3.1	-4.0	8.1	1.1	-2.4	-4.4	0.0	4.8	-7.0	4.6
COc1cc(C2C(C#N)=C(N)N(c3cccnc3)C3=C2C(=O)CC(C)(C)C3)ccc1O (stereo not drawn)	2.1	2.8	7.1	-3.5	-6.6	-9.6	10.6	-3.4	-7.8	-8.2
COc1ccc(C2/C=C\CN(C(=O)OCC3c4ccccc4-c4ccccc43)CC(=O)N2Cc2cccc(F)c2)cc1 (stereo not drawn)	7.8	2.8	-8.0	5.1	1.9	11.3	-6.7	-8.0	0.8	2.3
COC(=O)/C(=C\C(=O)c1ccccc1)Nc1ccc(OC)cc1	2.7	-1.8	7.4	-3.0	-9.6	-0.6	-10.1	0.5	-16.1	-10.6
O=C(Nc1nnc(SCCC2OCCO2)s1)C1CC(=O)N(c2ccccc2)C1 (stereo not drawn)	-1.2	5.0	10.6	0.2	-2.0	-10.4	-12.5	6.2	-9.8	-0.4
CC(C)=CCC[C@H](C)C[C@@H]1Cc2[nH]c(=S)[nH]c(=O)c2[C@@H](c2ccc(F)cc2)O1	-6.3	5.5	-7.2	3.2	1.7	4.7	3.6	-3.5	1.3	-0.5
NS(=O)(=O)c1ccc(NC(=S)NCc2ccco2)cc1	3.7	-3.0	1.6	-1.9	1.5	-1.9	-6.9	-5.8	4.4	-5.4
COc1ccc(-c2cc(-c3cccs3)c(C#N)c(SCC(=O)NCc3ccccc3OC)n2)cc1	7.2	5.3	-1.5	-2.6	0.7	-5.0	-5.2	-9.3	-2.9	-2.1
Cc1ccc(-c2c(C(=O)O)c(C(=O)O)c3n2CSC3)cc1	-4.8	1.2	-14.7	-4.9	-9.5	-5.2	8.9	-1.3	-23.8	5.2
CCN(CC)C(=O)c1n[nH]c(=O)c2ccccc12	1.2	6.0	0.5	3.0	7.5	8.1	-14.0	0.8	5.9	-2.4

A second format for part of the listing above:
Tn6 DDE FP | DDE Tn7 FP inh | ASAP1 GAP inh | ADAM17 inh | PLCg1 inh | ADAM10 inh | TDP2 absorb | SIAE inh | PLCb3 inh | ARFGAP1 inh | Molecule
3.7 | -3.0 | 1.6 | -1.9 | 1.5 | -1.9 | -6.9 | -5.8 | 4.4 | -5.4 | NS(=O)(=O)c1ccc(NC(=S)NCc2ccco2)cc1
0.9 | 6.9 | 2.3 | -9.9 | -44.5 | -23.8 | 14.1 | 9.5 | -60.0 | 2.4 | CN(C)c1nc(N)nc(/C(C#N)=C/C2CC3C=CC2C3)n1 (stereo not drawn)

Next compounds:
SMILES	Tn6 DDE FP	DDE Tn7 FP inh	ASAP1 GAP inh	ADAM17 inh	PLCg1 inh	ADAM10 inh	TDP2 absorb	SIAE inh	PLCb3 inh	ARFGAP1 inh
Cc1ccsc1-c1nc(CSCC(=O)N2CCN(c3ccccc3)CC2)c(C)o1	-6.3	-4.1	-7.0	-1.1	-1.2	-7.0	-4.7	-2.4	-3.6	1.8
COc1cc(OC)c(/C=C2\C(=O)Nc3ccccc32)c(OC)c1	-10.3	8.7	1.5	-0.6	-0.9	-2.2	-1.7	-1.7	-6.1	-11.7
O=C(c1ccc(F)cc1)C1CCN(C(=O)c2c(F)cccc2F)CC1	3.5	4.0	3.6	-6.1	-2.0	-0.6	-3.9	-1.4	-7.2	7.7
CCN(CCN(C)C)C(=O)c1ccc2c(c1NCCO)C(=O)c1ccccc1C2=O	9.4	-5.4	-4.4	0.8	3.3	3.4	3.3	-7.4	-2.3	6.1
CCNC(=O)C1(C)CCCN(C(=O)c2ccc3c(c2)C(C)(C)CCC3(C)C)C1 (stereo not drawn)	-0.8	0.2	4.9	-2.5	0.1	-2.8	4.6	-1.9	5.1	-5.6
CSC1=N/C(=C\c2ccc(F)cc2)C(=O)S1	10.5	-6.5	-9.6	7.3	7.0	5.0	-12.3	-1.2	6.2	-5.8
O/N=C1\CC/C(=N\O)c2nn(-c3ccccc3Cl)nc21	-3.3	-2.0	17.7	1.9	0.7	3.7	-0.1	1.6	7.5	0.5
COc1ccccc1CCc1nnc(CCC(=O)NCCCOc2cccnc2)o1	-5.2	0.2	-2.9	-3.4	-1.8	-6.5	1.1	6.3	0.7	1.4
COCCn1c(SCC(=O)Nc2ccccc2)nc2c(oc3ccccc32)c1=O	-11.8	1.8	-0.3	1.3	4.3	3.8	8.8	-7.4	-3.4	-3.5
COc1cc2c(cc1OC)-c1cc(Nc3ccccc3C)nc(=O)n1CC2	-6.9	-1.1	-12.8	-8.5	-27.5	-20.9	13.3	-2.0	-42.5	-8.3
Cn1ccsc1=NC(=O)c1ccc(S(C)(=O)=O)cc1	-3.8	2.9	-14.3	3.0	-2.2	4.8	-5.3	2.5	-7.2	5.1
